HIF-2a block – blocks HIF-2a reporter activity; 786-0 RCC cells HIF-2a reporter, luciferase luminescence, overnight; inhibition, % at 18.8 µM; 360,000 compounds, 0.72% hits;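 active = inhibition of the luminescence signal of 40% or more relative to plate controls, in a single-dose primary screen at 18.75 µM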
PDI turbidity – blocks human protein disulfide isomerase activity. P07237. PDI insulin aggregation turbidity, A650, 90 min. inhibition, % at 10 µM. 350,000 compounds, 0.052% hits. AID 588391;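 active = mean inhibition across replicates of 30% or more, whatever share of single replicates reach that level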;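 note: absorbance from insulin aggregation driven by PDI reduction with DTT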
Target sequence (P07237 whole entry, looked up): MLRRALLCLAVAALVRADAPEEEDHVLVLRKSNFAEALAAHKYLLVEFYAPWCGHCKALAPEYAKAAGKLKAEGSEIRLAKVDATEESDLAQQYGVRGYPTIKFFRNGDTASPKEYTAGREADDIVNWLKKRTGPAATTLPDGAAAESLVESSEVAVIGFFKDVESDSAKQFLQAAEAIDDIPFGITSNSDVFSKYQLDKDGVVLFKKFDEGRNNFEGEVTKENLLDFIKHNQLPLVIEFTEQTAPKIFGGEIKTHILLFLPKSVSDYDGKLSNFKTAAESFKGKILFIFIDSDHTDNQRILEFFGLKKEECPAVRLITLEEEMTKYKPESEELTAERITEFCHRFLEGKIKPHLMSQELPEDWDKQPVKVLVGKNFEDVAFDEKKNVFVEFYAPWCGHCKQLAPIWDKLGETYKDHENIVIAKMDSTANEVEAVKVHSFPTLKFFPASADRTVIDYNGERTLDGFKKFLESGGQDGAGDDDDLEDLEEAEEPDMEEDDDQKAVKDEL
CF NFkB inh – blocks PAF-induced NF-kB reporter in cystic fibrosis cells. KKLEB NF-kB-GFP reporter, GFP fluorescence overnight. inhibition, % at 5 µM. 360,000 compounds, 0.86% hits;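 active = at least 50% inhibition at 5 µM, scaled per plate between neutral and stimulator controls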;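 note: PAF is a Pseudomonas aeruginosa culture filtrate used as stimulus; plate controls were PAF-stimulated DMSO wells for no effect and unstimulated DMSO wells for full effect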
Shn3 3UTR inh – reduces Shn3 3'UTR luciferase signal in osteoblasts | Clone20 osteoblast Shn3 3'UTR firefly luciferase, 24 h | inhibition, % at 12.5 µM | 360,000 compounds, 0.52% hits | AID 588674;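 active = mean inhibition of at least 75% with every replicate also reaching 75%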;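 note: 0% = median of neutral control wells and 100% = pilot-screen positive control compound; some compounds past the cut are filed as inactive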
CaV13 FRET inh – Primary screen for inhibitors of IQ motif and Ca2+-dependent inactivation inhibitor domain binding in CACNA1D, Förster resonance energy transfer in living cells, … | HEK cells, CFP/YFP FRET ICDI-IQ, plate reader, 10 min; percent FRET-ratio fall versus neutral wells | inhibition, % at 12.3 µM | 340,000 compounds, 0.098% hits;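 active = mean replicate inhibition of at least 30% and at least 1% of replicates passing that level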;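 note: 0% = median of the neutral control wells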
NR2E3 ag-1 – agonists of human NR2E3 nuclear receptor; CHO-S Gal4-NCOR/VP16-NR2E3 two-hybrid, luciferase; inhibition of corepressor binding, % at 3.98 µM; AID 602229; 360,000 compounds, 0.35% hits;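 active = inhibition above the mean of all tested compounds plus 3 SD, cut at about 70% in these data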;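 note: 0% = DMSO with NR2E3 transfected cells and 100% = cells lacking NR2E3 construct; higher means lower luciferase signal from less NR2E3 corepressor binding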
Target sequence (Q9Y5X4 whole entry, looked up, the tested form may be a part): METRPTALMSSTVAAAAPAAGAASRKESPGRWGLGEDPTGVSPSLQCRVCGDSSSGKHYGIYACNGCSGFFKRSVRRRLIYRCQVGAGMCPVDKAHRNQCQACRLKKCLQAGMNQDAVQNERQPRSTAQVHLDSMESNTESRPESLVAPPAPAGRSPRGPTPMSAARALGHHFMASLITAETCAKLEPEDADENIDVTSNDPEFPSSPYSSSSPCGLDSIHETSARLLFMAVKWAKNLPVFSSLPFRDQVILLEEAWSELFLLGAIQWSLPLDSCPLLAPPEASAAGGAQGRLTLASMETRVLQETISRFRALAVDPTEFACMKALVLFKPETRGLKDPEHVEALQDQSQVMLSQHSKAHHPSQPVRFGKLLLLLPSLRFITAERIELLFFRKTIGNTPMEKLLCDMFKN
NR2E3 ag-2 – activates human photoreceptor nuclear receptor NR2E3; Q9Y5X4; GST-NR2E3/biotin-RetCOR TR-FRET, 1536-well; inhibition of corepressor binding, % at 4.78 µM; 320,000 compounds, 0.12% hits; AID 2300;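 active = percent inhibition above the cutoff of mean plus 3 SD of all tested compounds, set per screening campaign, cut at about 20% in these data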;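 note: 0% = DMSO wells and 100% = biotin wells as full block of FRET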
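Material: NR2E3–RetCOR corepressor complex / Amount: 1.35 nM GST-NR2E3 / Medium: Tris pH 7.5 / Compound: single nominal compound dose of 4.8 µM / Incubation: 5 h at 4 °C / Technique: TR-FRET, Eu(K)-anti-GST donor, streptavidin-D2 acceptor, ex 340, em 617/671 nm / Read-out basis: percent loss of FRET ratio relative to control wells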
KKLEB tox – CF airway cell cytotoxicity counter-screen | KKLEB CF airway cells viability, ATPlite luminescence, overnight; hits give low values; cells stimulated with P. aeruginosa culture filtrate | activity change (cytotoxicity), % at 5 µM | 360,000 compounds, 0.36% hits;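 active = corrected activity change at or below -50% at 5 µM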
Peg3 prom inh – inhibitors of Peg3 promoter | HeLa PEG-Prom luciferase reporter, luminescence, overnight | inhibition, % at 20 µM | 360,000 compounds, 1.7% hits | AID 588405;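 active = inhibition of at least 50% at 20 µM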
Vif inh – inhibitors of HIV Vif | HEK293T cells, Vif self-association by quenched fluorescence, imaging, 24 h | AID 602346 | inhibition, % at 7.49 µM | 340,000 compounds, 0.35% hits; in the data active = inhibition above about 50%, passing the limit was not always enough; note: some results filed as inactive read as strong as hits
TRPM1 prom inh – inhibitors of MITF-driven TRPM1 promoter in melanoma cells | SK-MEL-5 TRPM1 promoter luciferase, 24 h | inhibition, % at 12.5 µM | 330,000 compounds, 0.83% hits | AID 488899;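 active = mean inhibition across replicates of 60% or more, whatever share of single replicates reaches that level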; note: values of inactives mirror those of a sister screen read the other way
* = called active by the depositor; x = not tested or not shown.

No.	mol	HIF-2a block	PDI turbidity	CF NFkB inh	Shn3 3UTR inh	CaV13 FRET inh	NR2E3 ag-1
1	Cc1ccc(NC(=O)NC2CCCCCCC2)cc1C	-206	4	28	-63	-6	-47
2	CS(=O)(=O)N1CCN(C2Cc3ccccc3C2)CC1	3	9	8	-7	x	4
3	COc1ccc(CN(C)C(=O)CNC(=O)c2ccc(C)cc2)cc1	1	-12	-9	-4	-5	12
4	COCc1nc2ccccc2n1Cc1c(F)cccc1Cl	10	-4	1	4	11	-33
5	CC(C)COC(=O)C(C#N)c1nc2ccccc2nc1N1CCN(Cc2ccc3c(c2)OCO3)CC1 (stereo unspecified)	8	13	8	10	x	-10
6	COc1ccc(C(=O)NCC(=O)OCc2ccc(Br)cc2)cc1	12	2	7	-14	-16	17
7	COc1ccc([C@@H]2CC=C(C(=O)O)CN2S(=O)(=O)c2ccc(Cl)cc2)cc1	10	1	16	-2	-4	-3
8	COc1ccc(S(=O)(=O)n2nc(OC(=O)c3ccccc3Br)cc2N)cc1	18	-7	3	-30	0	1
9	CCOc1ccccc1C(=O)Nc1cc(=O)n(C)c(=O)n1C	7	3	-3	-12	-6	-6
10	COc1ccc(S(=O)(=O)NCCSC(C)(C)C)cc1Cl	-11	-2	4	17	-11	-5
11	COc1cc(S(=O)(=O)N2CCN(Cc3ccccc3)CC2)ccc1Br	18	9	-4	0	-5	6
12	Cc1cc(C)nc(NC(=O)CSc2nc3ccccc3o2)n1	-143	-3	6	-69	-10	-69
13	O=C1ON=C(c2ccccc2)/C1=C/c1ccc(OS(=O)(=O)c2ccccc2)cc1	-21	-5	-3	-29	-5	-51
14	COc1ccc(CNS(=O)(=O)c2ccc(NC(=O)N3CCCCC3)cc2)cc1	0	1	-31	14	-3	49
15	COC(=O)c1cccc(C(=O)N2CCCC(Nc3ccc4c(c3)OCCO4)C2)c1 (stereo unspecified)	10	-2	-3	4	-2	-31

No.	NR2E3 ag-2	KKLEB tox	Peg3 prom inh	Vif inh	TRPM1 prom inh
1	x	-6	-124	1	-52
2	3	4	-3	7	1
3	-5	8	-6	-10	-4
4	0	6	11	2	-6
5	-1	4	18	1	16
6	5	4	3	13	-3
7	1	-14	3	x	0
8	0	-1	11	3	0
9	5	-18	7	5	-3
10	-2	1	-127	x	1
11	0	12	19	-5	3
12	0	-6	-184	-9	-43
13	2	13	5	1	-9
14	3	22	8	x	18
15	-4	12	6	-4	8

(more compounds)
No.	mol	HIF-2a block	PDI turbidity	CF NFkB inh	Shn3 3UTR inh	CaV13 FRET inh	NR2E3 ag-1
16	O=C(CN(Cc1ccc(F)cc1)C(=O)CNS(=O)(=O)c1ccccc1)NCC1CCCO1 (stereo unspecified)	7	-2	10	6	-7	18
17	COc1ccccc1Nc1nnc(SCC(=O)c2cc(C)n(CC3CCCO3)c2C)s1 (stereo unspecified)	-7	23	2	2	-5	9
18	CCOC(=O)c1c(C)[nH]c(C(=O)CN(C)CC(=O)Nc2ccccc2C(F)(F)F)c1C	18	-4	-16	-16	-6	8
19	O=C(OCC(=O)N1CCCC1=O)C1COc2ccccc2O1 (stereo unspecified)	12	2	7	-23	-7	-7
20	CC(=O)OC(C(=O)NC1CCCCC1)c1ccncc1 (stereo unspecified)	10	-13	-5	-13	-9	-7
21	O=C(c1ccc(Cl)cc1)c1ccc(OCC(=O)N2CCOCC2)cc1	-2	1	-9	-5	-4	-11
22	N#Cc1cn(-c2ccccc2)nc1-c1ccco1	-113	-3	-10	-19	-5	-31
23	O=C1CC(N2CCOCC2)C(=O)N1c1cc(Cl)cc(Cl)c1 (stereo unspecified)	3	0	-1	2	-9	-13
24	CN(C(=O)c1ccncc1)c1nnc(-c2ccncc2)s1	-1	9	4	5	x	-11
25	COC(=O)CN1C(=O)Nc2ccc(Br)cc2C1c1ccccc1 (stereo unspecified)	30	-1	7	8	-6	1
26	CSc1ncccc1C(=O)N1CCCC(N2CCN(c3ccccc3C)CC2)C1 (stereo unspecified)	1	1	-16	15	-5	-5
27	CCOc1ccc(S(=O)(=O)N2CCC(C(=O)NCc3ccccn3)CC2)cc1Cl	20	4	-12	5	-3	0
28	COc1ccc(CNC(=O)c2cc(C3CC3)on2)cc1	-142	-2	14	-23	-7	-39
29	Cc1ccc(NC(=O)C2CCCN(c3nccc(C)n3)C2)c(C)c1 (stereo unspecified)	13	-68	0	7	-5	-33
30	Cc1ccc(Nc2ccc(S(=O)(=O)N3CCOCC3)cc2[N+](=O)[O-])c(C)c1	32	-1	12	25	-5	-1

No.	NR2E3 ag-2	KKLEB tox	Peg3 prom inh	Vif inh	TRPM1 prom inh
16	0	-5	14	-7	10
17	2	2	-2	11	-13
18	-1	-2	19	7	2
19	4	2	11	-2	4
20	-3	7	9	-5	1
21	1	1	-24	-10	-6
22	-3	-6	-66	3	-14
23	3	8	19	-2	-6
24	2	6	-4	29	-14
25	-1	4	20	-6	11
26	x	2	7	-2	x
27	1	7	9	-3	4
28	2	-8	-97	-13	-35
29	4	13	15	-12	13
30	3	-2	21	-12	8

An excerpt from above in order of heavy-atom count, lowest first.
No.	mol	HIF-2a block	PDI turbidity	CF NFkB inh	Shn3 3UTR inh	CaV13 FRET inh	NR2E3 ag-1
22	N#Cc1cn(-c2ccccc2)nc1-c1ccco1	-113	-3	-10	-19	-5	-31
20	CC(=O)OC(C(=O)NC1CCCCC1)c1ccncc1 (stereo unspecified)	10	-13	-5	-13	-9	-7
23	O=C1CC(N2CCOCC2)C(=O)N1c1cc(Cl)cc(Cl)c1 (stereo unspecified)	3	0	-1	2	-9	-13
19	O=C(OCC(=O)N1CCCC1=O)C1COc2ccccc2O1 (stereo unspecified)	12	2	7	-23	-7	-7
25	COC(=O)CN1C(=O)Nc2ccc(Br)cc2C1c1ccccc1 (stereo unspecified)	30	-1	7	8	-6	1
30	Cc1ccc(Nc2ccc(S(=O)(=O)N3CCOCC3)cc2[N+](=O)[O-])c(C)c1	32	-1	12	25	-5	-1
27	CCOc1ccc(S(=O)(=O)N2CCC(C(=O)NCc3ccccn3)CC2)cc1Cl	20	4	-12	5	-3	0
18	CCOC(=O)c1c(C)[nH]c(C(=O)CN(C)CC(=O)Nc2ccccc2C(F)(F)F)c1C	18	-4	-16	-16	-6	8
16	O=C(CN(Cc1ccc(F)cc1)C(=O)CNS(=O)(=O)c1ccccc1)NCC1CCCO1 (stereo unspecified)	7	-2	10	6	-7	18

No.	NR2E3 ag-2	KKLEB tox	Peg3 prom inh	Vif inh	TRPM1 prom inh
22	-3	-6	-66	3	-14
20	-3	7	9	-5	1
23	3	8	19	-2	-6
19	4	2	11	-2	4
25	-1	4	20	-6	11
30	3	-2	21	-12	8
27	1	7	9	-3	4
18	-1	-2	19	7	2
16	0	-5	14	-7	10

New compounds follow:
No.	mol	HIF-2a block	PDI turbidity	CF NFkB inh	Shn3 3UTR inh	CaV13 FRET inh	NR2E3 ag-1
31	O=C(Nc1ccc(C(F)(F)F)cc1)C1CCCCN1S(=O)(=O)c1ccccc1 (stereo unspecified)	-9	8	5	-15	-16	8
32	COc1ccc(C(=O)Nc2cccc(C(=O)N3CCN(C)CC3)c2)cc1	-42	-6	-2	-22	x	-28
33	CCCCc1c(O)nc(SCC(=O)N2CCOCC2)[nH]c1=O	4	12	6	-4	x	-23
34	CCOC(=O)C1CCN(C(=O)c2sc3nc(-c4ccc(F)cc4)cn3c2C)CC1	-4	-3	-8	-6	-5	-4
35	Cc1ccccc1NC(=O)c1cn(-c2ccccc2)nc1-c1ccccc1	-38	-5	0	20	-20	21
36	Cn1c(Cc2ccccc2)nnc1SCC(=O)c1ccc(Br)s1	14	4	-11	2	-5	-12
37	COc1ccc(OC)c(NC(=O)Nc2ccccc2C)c1	7	4	0	-1	-5	-20
38	COc1cccc(NC(=S)/C(=C(\[O-])c2cc(C)n(-c3ccccc3F)c2C)[n+]2ccc(N(C)C)cc2)c1	-2	-2	14	74	-1	-5
39	O=C1NC(=O)C2(COC(c3ccncc3)OC2)S1 (stereo unspecified)	7	-2	-3	-1	5	-11
40	COc1ccc(/C=C2/C(=N)N3N=C(CC(=O)N4CCCC4)SC3=NC2=O)cc1	10	-2	4	-20	-2	-4
41	Cc1[nH]c2ccccc2c1C(=O)CN1CCCCC1C (stereo unspecified)	6	6	4	-1	-4	-2
42	COc1ccccc1CC(=O)OC(C)C(=O)Nc1ccc(S(=O)(=O)N2CCCCC2)cc1 (stereo unspecified)	7	6	-6	-4	-3	-12
43	Nc1c(Cl)cc(-c2csc(NC(CO)c3nc4ccccc4n3CCOCCO)n2)cc1Cl (stereo unspecified)	10	-3	37	27	-6	-1
44	Cc1ccc(S(=O)(=O)n2nc(OC(=O)c3cccc(F)c3)cc2N)cc1	8	2	11	-8	-4	-5
45	Cc1nc2ccc(NC(=O)CS(=O)(=O)c3ccc(F)cc3)cc2s1	-141	-2	-11	-20	-7	-9

No.	NR2E3 ag-2	KKLEB tox	Peg3 prom inh	Vif inh	TRPM1 prom inh
31	4	13	-9	-29	-20
32	2	6	-15	24	0
33	2	3	-6	5	3
34	6	-1	-1	-9	-4
35	1	-4	8	-1	9
36	5	9	16	-2	1
37	3	2	9	1	5
38	-1	-1	-39	3	20
39	7	-4	3	9	-19
40	1	2	12	-1	5
41	1	1	1	26	4
42	-1	-1	16	18	1
43	4	-14	15	4	6
44	0	7	11	-17	6
45	-1	12	-139	-8	-53

Continuation.
No.	mol	HIF-2a block	PDI turbidity	CF NFkB inh	Shn3 3UTR inh	CaV13 FRET inh	NR2E3 ag-1
46	S=c1[nH]c(-c2ccc(Br)cc2)cn1CCc1ccccc1	-33	-2	11	-14	-6	-3
47	Cc1cc(C)n2nc(SCc3nnc(-c4cccs4)o3)nc2n1	9	2	22	-23	-7	-7
48	COC(=O)CN(C)C(=O)c1ccc2nc(Cc3cccc(Cl)c3)oc2c1	-249	-1	8	-88	-2	-54
49	O=C(Cc1ccccc1)NCCCc1ccccc1	-25	4	2	0	x	11
50	Cc1cc(Br)ccc1NC(=O)CN(C)C(=O)Cn1c(=O)cnc2ccccc21	1	5	4	12	-10	-17
51	O=C(O)c1ccc(S(=O)(=O)c2ccccc2)cc1	4	4	2	1	-3	-1

No.	NR2E3 ag-2	KKLEB tox	Peg3 prom inh	Vif inh	TRPM1 prom inh
46	1	-6	-18	1	-5
47	1	2	3	4	6
48	4	-1	-249	-1	-99
49	-2	-3	-20	-6	6
50	-5	3	-12	-5	-4
51	-1	8	-7	0	3

Rows are unselected. Share with any hit: about 3.3%.
